LmPK inhibitor = LmPK (Leishmania mexicana) enzyme inhibition; actives 0.37% (n = 290,000); Potency, µM (titrated, usually from 57.5 µM), for inactives: at the highest dose activity change, negative = inhibition, usual class: inhibitors; AID 1721; Q27686; purified LmPK, Kinase-Glo ATP luminescence, 1 h; further: potency means the concentration at half of the fitted maximal effect; on the % scale 0 is the no-effect control and ±100 the full control effect
Target sequence (Q27686 whole entry, looked up): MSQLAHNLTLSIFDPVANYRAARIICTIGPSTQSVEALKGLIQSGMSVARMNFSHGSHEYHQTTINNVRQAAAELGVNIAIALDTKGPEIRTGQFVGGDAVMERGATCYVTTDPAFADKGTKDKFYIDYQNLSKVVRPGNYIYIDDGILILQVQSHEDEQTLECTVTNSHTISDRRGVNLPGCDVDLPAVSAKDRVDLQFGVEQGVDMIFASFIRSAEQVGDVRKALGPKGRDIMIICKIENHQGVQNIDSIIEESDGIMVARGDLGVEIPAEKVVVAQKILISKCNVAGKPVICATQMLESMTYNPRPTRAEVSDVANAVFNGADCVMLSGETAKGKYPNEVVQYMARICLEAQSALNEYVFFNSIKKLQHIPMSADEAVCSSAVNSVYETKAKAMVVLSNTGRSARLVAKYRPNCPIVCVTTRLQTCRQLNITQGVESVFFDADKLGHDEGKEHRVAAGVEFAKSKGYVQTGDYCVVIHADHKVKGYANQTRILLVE
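In 50 mM imidazole pH 7.2 with 7 mM MgCl2, LmPK (0.1 nM) turned over PEP (0.5 mM) and ADP (0.1 mM) for 1 h at room temperature. Luciferase read-out of ATP.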
TbPYK inhibitor = inhibitors of Trypanosoma brucei pyruvate kinase; Q57TT1; TbPYK enzyme, Kinase-Glo Plus ATP luminescence, 45 min; Potency, µM (doses to about 76.8 µM), inactives show at the top dose activity, negative = inhibition, actives largely listed as inhibitors; actives 0.12% (n = 410,000); AID 624173; further: potency means the concentration at half of the fitted maximal effect; on the % scale 0 is the no-effect control and ±100 the full control effect; nearly all actives have a fitted effect of over 50% in size
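TbPYK + substrate in 50 mM TEA pH 7.2, 100 mM KCl, 10 mM MgCl2, 0.05% BSA, 0.01% Tween-20; cpd pinned; ADP 130 uM final; 45 min RT; Kinase-Glo Plus 10 min; luminescence endpoint.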
Cycloheximide cs = affects cycloheximide protein synthesis inhibition readout, counter-screen; cell reporter, cycloheximide protein synthesis inhibition counterscreen; max response, %; actives 12% (n = 300,000); in the data active means max response mostly above about 13%, no sharp cut-off; inactive means mostly below about 14%; further: read at 38.3 µM for the half of the compounds with a filed dose; 0% is about no effect
AmpC no deterg = AmpC beta-lactamase inhibition without detergent; Potency, µM (series often up to 57.1 µM), without a hit: top-dose activity change, negative = inhibition, most hits filed as inhibitors; AID 485341; AmpC nitrocefin hydrolysis, absorbance 480 nm, 0.0001% Triton; P00811; actives 0.52% (n = 330,000);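 further: potency means the concentration at half of the fitted maximal effect; plate controls were no compound for no effect and no enzyme for full effect; nearly all actives have a fitted effect of over 20% in size; some results filed as inactive show a strong effect at the top dose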
Target sequence (P00811 whole entry, looked up): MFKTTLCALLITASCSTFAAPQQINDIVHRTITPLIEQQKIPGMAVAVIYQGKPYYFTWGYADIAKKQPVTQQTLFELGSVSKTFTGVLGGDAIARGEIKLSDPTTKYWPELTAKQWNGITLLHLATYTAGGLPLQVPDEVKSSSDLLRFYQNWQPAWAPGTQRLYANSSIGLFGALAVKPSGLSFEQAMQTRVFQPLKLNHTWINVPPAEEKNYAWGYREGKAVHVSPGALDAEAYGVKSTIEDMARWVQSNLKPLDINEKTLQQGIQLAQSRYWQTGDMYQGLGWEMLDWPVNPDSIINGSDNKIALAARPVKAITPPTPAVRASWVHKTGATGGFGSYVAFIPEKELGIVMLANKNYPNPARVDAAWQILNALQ
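AmpC (5.3 nM in the dispensed reagent) in 20 mM phosphate pH 7.0 with 0.01% (detergent screen) or 0.0001% Triton X-100 was preincubated with compounds for 15 min at room temperature. Nitrocefin was then added from an 800 uM solution, and hydrolysis was followed at 480 nm.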
Shiga inhibitor = inhibitors of Shiga toxin in Vero cells; Vero cells, Shiga toxin protein synthesis inhibition reporter; inhibition, % at 38.7 µM; actives 9.2% (n = 290,000); in the data active means inhibition mostly above about 28%, no sharp cut-off; inactive means mostly below about 43%; further: 0% is about no effect
Pf growth 96h = inhibits malaria parasite growth, 96 h. P. falciparum luciferase reporter growth, 96 h. Potency, µM (highest dose often 28.7 µM), for inactives: top-dose activity change, negative = inhibition, actives largely listed as inhibitors. actives 6.9% (n = 320,000). AID 504834; further: potency means the concentration at half of the fitted maximal effect; on the % scale 0 is the no-effect control and ±100 the full control effect
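Plates of compound plus infected erythrocytes (2% hematocrit, 0.05% parasitemia final) incubate 96 hours, 37 C, 5% CO2. Detection reagent added; reduced luminescence from the parasites' luciferase reporter flags inhibition.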
Pf growth 48h = P. falciparum growth inhibition at 48 hours (one generation) | Potency, µM (highest dose often 28.7 µM), without a hit: at the top dose activity change, negative = inhibition, most hits filed as inhibitors | actives 5.9% (n = 310,000) | AID 504832 | P. falciparum luciferase growth in erythrocytes, 48 h; further: potency means the concentration at half of the fitted maximal effect; on the % scale 0 is the no-effect control and ±100 the full control effect
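A one-generation exposure of luciferase-tagged malaria parasites in RPMI 1640/Albumax erythrocyte culture, 37 C and 5% CO2. Inhibition is inferred from decreased luminescence after adding detection reagent.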
* = called active by the depositor; i = inactive; ? = inconclusive; · = no result given; & = joins results of further samples; [ ] = dose if it differs, or a comment. Unless noted, the call rests on the fitted dose curve; in most records, active means well fitted curve in the direction sought with a large enough effect; inconclusive means small, poorly fitted or top-dose-only effect, or another doubt; inactive means no such curve, though single readings can be large; an effect the other way counts as inactive or inconclusive.

SMILES	LmPK inhibitor	TbPYK inhibitor	Cycloheximide cs	AmpC no deterg	Shiga inhibitor	Pf growth 96h	Pf growth 48h
COc1ccc2[nH]cc(S(=O)(=O)c3ccc(F)cc3)c(=O)c2c1	2%	1%	-8	-30%	-5	?	·
CN(CCC#N)C(=S)NC(=O)c1ccc(S(=O)(=O)N2CCOCC2)cc1	3%	-13%	0	-5%	-9	?	-1%
O=C(CCC(=O)NC1CCN(Cc2ccccc2)CC1)NCc1ccco1	-2%	-6%	-6	-7%	-10	?	7%
CCCSc1ccc(-c2nn(-c3ccccc3)cc2/C=C(/C#N)C(=O)NCCCOC)cc1	0%	-15%	-2	-13%	-5	3.7µM*	1%
CC(=O)c1cccc(S(=O)(=O)N2CCCC(c3nc(-c4ccc(C)o4)no3)C2)c1 (stereo not drawn)	6%	-27%	9	24%	57	·	?
Cc1ccc2[nH]c3c(=O)n(CCc4cnc[nH]4)cnc3c2c1	-2%	-3%	2	-4%	14	62%[activator]	73%[activator]
NNC(=O)c1ccc(CN2C(=O)c3cccc4cccc2c34)cc1	3%	3%	8	-8%	-6	-10%	-16%
CN(Cc1nc2ccccc2c(=O)[nH]1)C(=O)c1cccc(S(=O)(=O)N2CCCC2)c1	·	-7%	·	-8%	·	-4%	21%
OCCC#Cc1ccc(CN2CCN(Cc3ccccc3)C(CCO)C2)cc1 (stereo not drawn)	0%	-2%	-3	1%	-4	?	8%
Cc1ccc(C)c(N2CCN(CCCNC(=O)Cn3cccc3C(=O)c3ccccc3)CC2)c1	7%	-9%	-6	37%	-10	-29%	?
CCN(CC)c1nc(N2CCOCC2)c(C#N)c2c1CN(C)CC2	-7%	-9%	-6	-8%	-21	10µM*	?
COc1cc(/C=C(/NC(=O)c2ccccc2)C(=O)N2CCN(C)CC2)c([N+](=O)[O-])cc1OC	-2%	1%	-4	-27%	-7	36%[activator]	9%
COCCNC(=O)c1ccc(CN2CCC(Cc3ccccc3)CC2)cc1	3%	4%	-3	1%	-11	?	-12%
O=C(Nc1ccc(NC(=O)c2cccs2)cc1)c1ccc(Br)o1	-10%	-7%	14	-44%	28	31%[activator]	·
O=C(ONC1=NCCCCC1)c1ccc(Cl)cc1	3%	-5%	17*	-15%	37	·	?
O=C(Nc1nc(-c2cccs2)cs1)c1cccc(S(=O)(=O)N2CCCCC2)c1	1%	-30%	18*	-25%	17	?	?
COc1ccc(C(=O)NCCc2nnc3ccc(SCC(=O)Nc4cc(C)on4)nn23)cc1	-6%[11.5 µM]	-1%	-8	-11%	33	-39%	?
Cc1ccc(NC(=O)Nc2nnc(CSCCOc3ccc(Cl)cc3)s2)cc1	0%	1%	-5	-37%	-4	?	-12%
Cc1ccc(-c2n[nH]c(=O)c3ccccc23)cc1S(=O)(=O)NCCO	-1%	9%	2	-7%	-9	·	15%
Cc1ccc(SCC(=O)O/N=C(\N)c2ccncc2)cc1	0%	4%	37*	4%	41	-8%	8%
O=C(Cc1cccs1)Nc1nnc(-c2ccncc2)s1	-4%	2%	5	-12%	35	61%[activator]	-12%
Cn1c(=O)n(C)c2cc(NC(=O)COc3ccc(F)cc3F)ccc21	-4%	-8%	-3	-10%	-2	?	9%
Cc1cc(NC(=O)c2c(-c3c(Cl)cccc3Cl)noc2C)n(C)n1	-1%	-2%	-2	-3%	-2	?	13%
COc1ccc(NC(=O)CN(C)C(=O)c2ccc3[nH]c4c(c3c2)CC(C)CC4)cc1 (stereo not drawn)	·	7%	·	-7%	·	-7%	6%
COc1ccccc1C(=O)N/C(=C\c1cn(S(=O)(=O)N(C)C)c2ccccc12)C(=O)N1CCCC1	-1%	-1%	-8	98%[activator]	-4	7%	?

Single records, from the list above. Order of screens: LmPK inhibitor, TbPYK inhibitor, Cycloheximide cs, AmpC no deterg, Shiga inhibitor, Pf growth 96h, Pf growth 48h
COc1ccc2[nH]cc(S(=O)(=O)c3ccc(F)cc3)c(=O)c2c1 in the list: 2%, 1%, -8, -30%, -5, ?, ·
Cn1c(=O)n(C)c2cc(NC(=O)COc3ccc(F)cc3F)ccc21 in the list: -4%, -8%, -3, -10%, -2, ?, 9%

Further structures.
SMILES	LmPK inhibitor	TbPYK inhibitor	Cycloheximide cs	AmpC no deterg	Shiga inhibitor	Pf growth 96h	Pf growth 48h
Cc1nc2ccccc2cc1OCc1ccc(Cl)cc1	-3%	-12%	54*	-29%	101*	14%	3%
CCCN1CCN(C(=O)c2ccccc2-c2nc3ccccc3s2)CC1	5%	0%	-1	-17%	-15	-16%	-3%
CC(C)C(CCNC1CCN(C)CC1)c1ccc(Cl)cc1 (stereo not drawn)	-4%	4%	-5	18%	-13	?	-4%[0.00184 µM]
C=CCNS(=O)(=O)c1ccc(N2C(=O)c3ccccc3C2=O)cc1	4%	0%	-2	-26%	-18	?	10%
O=C(O)COCC(=O)Nc1ccc(-n2nc(C(F)(F)F)cc2-c2cccs2)cc1	1%	-2%	10	-10%	34	1%	8%
CCC(C)c1ccc(NC(=S)NCCn2cc(Cl)cn2)cc1 (stereo not drawn)	1%	7%	8	-30%	14	?	9.3µM*
COCCCNC(=O)COC(=O)c1ccc(-c2nc3ccccc3s2)s1	-8%	1%	47*	40%	76*	227%[activator]	i
CC(C)Cn1c(SCC(=O)NC(=O)NC2CCCC2)nc2ccccc21	12%	4%	-2	4%	-19	-5%	?
CCN1CCN(c2ccc(S(=O)(=O)N3CCOCC3)cc2NC(=O)c2sccc2C)CC1	·	6%	·	-7%	·	-30%	-8%
Cc1cc(C)nc(Nc2ccc(C(=O)O)cc2)n1	2%	3%	13	-11%	3	78%[activator]	·
COC(=O)c1c(-c2ccc(F)cc2)csc1NC(=O)C1CCCO1 (stereo not drawn)	6%	-2%	26*	74%[activator]	68	-23%	17%
Brc1ccccc1/C=N/N1CCCCC1	-3%	-19%	4	-10%	-4	21%	-6%
COc1cccc(-c2nnc3sc(-c4ccccc4)nn23)c1	-5%	5%	-4	-5%	23	3.3µM*	?
COc1ccc2cc1Oc1ccc(cc1)C[C@H]1c3c(cc4c(c3Oc3cc5c(cc3OC)CCN(C)[C@@H]5C2)OCO4)CCN1C	2%	-3%	2&-7	212%[activator]	3&-3	1.5µM*	1.9µM*
Cc1c(CN2CCN(CC(C)(C)C)C(CCO)C2)[nH]c2ccccc12 (stereo not drawn)	-7%	3%	-2	36%	-9	?	?
COc1ccc(-c2nn(-c3ccccc3)cc2/C=N/Nc2ccccn2)cc1OC	3%	-7%	15*	76%[activator]	24*	3.7µM*	4.7µM*
CCOC(=O)C1=C(CC)Nc2ccccc2N/C1=N\S(=O)(=O)c1cc(Br)ccc1Br	11%	-10%	16	-31%	54	?	-28%
O=C(c1ccc(C(F)(F)F)cc1)C1CCCN(C(=O)Cn2cncn2)C1 (stereo not drawn)	1%	9%	-2	-4%	-8	34%[activator]	7%
NC(=O)C1(N2CCCCC2)CCN(S(=O)(=O)c2cc(Cl)sc2Cl)CC1	1%	-5%	9	-1%	25	37%[activator]	51%[activator]
c1csc(CNCCN2CCOCC2)c1	-1%	0%	-4	-24%	6	-4%	·
CCOC(=O)N1CCN(CC(O)COCCC23CC4CC(CC(C4)C2)C3)CC1 (stereo not drawn)	3%	0%	-6	196%[activator]	-12	-99%	·
CCCc1nnc(NC(=O)C2CCN(C(=O)c3ccco3)CC2)s1	1%	-3%	-3	-3%	20	-6%	?
Cc1ccc(CCNC(=O)c2ccc(CS(=O)(=O)c3ccccc3C)o2)cc1	4%	-15%	6	21%	10	32%[activator]	?
CC(=O)Nc1ccc(S(=O)(=O)N=S(C)(C)=O)cc1	1%	-12%	-4	-20%	20	35%[activator]	17%
CCOc1ccccc1C(=O)NCC(=O)N(C)Cc1ccccc1C	2%	0%	-1	32%	-3	13µM*	10µM*

Following part:
SMILES	LmPK inhibitor	TbPYK inhibitor	Cycloheximide cs	AmpC no deterg	Shiga inhibitor	Pf growth 96h	Pf growth 48h
Cc1nc2cc(N3CCN(C)CC3)c(NC(=O)Cc3ccccc3)cc2c(=O)n1Cc1ccccc1	1%	-10%	90*	177%[activator]	55*	-7%	10µM*
OC[C@H]1O[C@@H]2O[C@H]3[C@H](O)[C@@H](O)[C@@H](O[C@H]4[C@H](O)[C@@H](O)[C@@H](O[C@H]5[C@H](O)[C@@H](O)[C@@H](O[C@H]6[C@H](O)[C@@H](O)[C@@H](O[C@H]7[C@H](O)[C@@H](O)[C@@H](O[C@H]8[C@H](O)[C@@H](O)[C@@H](O[C@H]1[C@H](O)[C@H]2O)O[C@@H]8CO)O[C@@H]7CO)O[C@@H]6CO)O[C@@H]5CO)O[C@@H]4CO)O[C@@H]3CO	·	0%	·	·	·	2%	1%
Cc1cccc(NC(=O)c2cccs2)n1	?	-4%	38*	-3%	78*	-10%	159%[activator]
CCc1nc(Nc2ccc(OC)c(OC)c2)c2nnn(Cc3ccccc3Cl)c2n1	0%	7%	-2	42%	11	-12%	?
O=C(CCCC(=O)N/N=C/c1ccccc1C(=O)O)N/N=C/c1ccccc1C(=O)O	-7%	-4%	-3	-3%	1	39%[activator]	12%
COc1ccc(/C(O)=C2\C(=O)C(=O)N(Cc3ccco3)C2c2ccc(OC)cc2OC)cc1 (stereo not drawn)	1%	-1%	-3	-23%	-8	4%	9%
CCC(C)NC(=O)COC(=O)c1csc2c1CCCC2 (stereo not drawn)	-2%	-6%	10	7%	-28	84%[activator]	26%
Cc1ccc(S(=O)(=O)c2cccc(S(=O)(=O)N3CCOCC3)c2)cc1S(=O)(=O)N1CCOCC1	-1%	-11%	-3	11%	-2	·	-12%
O=C(COc1cccc(Br)c1)Nc1ccc(N2CCOCC2)cc1N1CCOCC1	·	-7%	·	-7%	·	3%	?
C/C(=N\NC(=O)c1cccnc1)c1cc(C)oc1C	-2%	3%	11	-6%	47	7%	11%
Cc1ccc(OCC(=O)Nc2ccc(S(=O)(=O)N3CCOCC3)cc2)c(Br)c1	-6%	2%	1	17%	-5	?	10µM*
CCOc1cc(/C=N/n2c(C)nc3ccccc3c2=O)ccc1O	2%	2%	8	-15%	-14	10%	12%
COc1ccc(C2=NS(=O)(=O)N(C)C(C(=O)NCc3ccccc3)=C2)cc1OC	0%	-6%&3%	-1	8%	-1	16%	3%
CCCCNC(=O)[C@]1(C)CCC[C@@]2(C)C3CC[C@@]4(C)C[C@]3(CCC21)CC4=O (stereo partly drawn)	·	0%	·	39%	·	?	20%
COc1cccc(C(=O)OCC(=O)NCCNC(=O)COC(=O)c2cccc(OC)c2OC)c1OC	-2%	4%	-1	-6%	14	37%[activator]	40%[activator]
CC(C)c1csc2nc3n(c(=O)c12)CCCCC3	1%	-5%	2	-5%	24	-21%	-1%
Cc1ccc(NC(=O)CCN2CCC(C(N)=O)CC2)cc1	12%	1%	-3	-12%	·	-17%	16%

Some values from the list.
For Pf growth 96h, COc1ccc(C2=NS(=O)(=O)N(C)C(C(=O)NCc3ccccc3)=C2)cc1OC shows 16%
For TbPYK inhibitor, Cc1ccc(S(=O)(=O)c2cccc(S(=O)(=O)N3CCOCC3)c2)cc1S(=O)(=O)N1CCOCC1 shows -11%

Screening results: PubChem, National Center for Advancing Translational Sciences (NCATS)
